# Screening results (PubChem)
# SNCA expr inh – SNCA gene expression inhibition. 0.17% of 140,000 active. Potency, µM (highest dose often 57.2 µM), inactives show at the highest dose activity change, negative = inhibition, most hits filed as inhibitors. HEK-293 SNCA-luciferase knock-in, luminescence, 24 h;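 further: potency means the concentration at half of the fitted maximal effect; plate controls were DMSO cells for no effect and cell-free wells for full effect; nearly all actives have a fitted effect of over 45% in size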
# GPT2 inhibitor – inhibitors of human GPT2 alanine aminotransferase; Q8TD30; Recombinant GPT2, coupled pyruvate oxidase/HRP Amplex Red fluorescence; Potency, µM (series often up to 57.7 µM), for inactives: top-dose activity change, negative = inhibition, most hits filed as inhibitors; 0.25% of 100,000 active; further: potency means the concentration at half of the fitted maximal effect; nearly all actives have a fitted effect of over 60% in size; many of its hits are not listed in these tables
#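 GPT2 10ng/uL, a-KG 250uM, L-Ala 2mM, HEPES pH7.5 + 0.0001% Tween; 30 min RT. Then Amplex mix (PO/HRP/ThPP), 30 min RT dark, fluorescence. AOA 50uM used as positive control.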
# IP6K1 inh – inhibitors of human IP6K1; activity change, % (series mostly up to about 58 µM); IP6K1 kinase, ADP-Glo luminescence, 2 h; hits give low values; Q92551; 0.81% of 140,000 active; in the data active means activity change below about -25%
# Target sequence (Q92551 whole entry, looked up): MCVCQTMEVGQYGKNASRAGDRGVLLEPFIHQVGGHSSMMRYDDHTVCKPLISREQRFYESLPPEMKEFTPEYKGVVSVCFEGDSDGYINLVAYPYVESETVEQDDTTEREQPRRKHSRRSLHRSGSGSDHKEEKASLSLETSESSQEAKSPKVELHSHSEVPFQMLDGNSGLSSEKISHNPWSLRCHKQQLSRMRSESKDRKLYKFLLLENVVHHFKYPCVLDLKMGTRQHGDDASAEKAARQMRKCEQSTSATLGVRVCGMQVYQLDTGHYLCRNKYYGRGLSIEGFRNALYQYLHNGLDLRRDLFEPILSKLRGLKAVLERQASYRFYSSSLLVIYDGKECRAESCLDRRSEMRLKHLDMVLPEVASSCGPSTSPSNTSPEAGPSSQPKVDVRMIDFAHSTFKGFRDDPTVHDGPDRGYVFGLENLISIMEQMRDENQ
#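 ADP-Glo luminescence measures ADP made by human IP6K1 during a 2 h RT reaction with ATP/IP6 (mix at 1.3 mM/130 uM); top library doses 57.5 and 19.1 uM final.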
# HEK293 viab – cell viability loss counter-screen; 0.12% of 150,000 active; Potency, µM (series often up to 57.1 µM), without a hit: at the top dose activity change, negative = cytotoxicity, actives largely listed as cytotoxic; AID 1671193; HEK-293-SNCA-luc viability, GF-AFC fluorescence, 24 h;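 further: potency means the concentration at half of the fitted maximal effect; 0% = DMSO-treated cells and -100% = medium-only wells without cells; nearly all actives have a fitted effect of over 30% in size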
#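 HEK-293-SNCA-luc cells (1500/well) plated 24 h, then exposed 24 h to a dilution series; GF-AFC added 30 min at 37C, fluorescence 405/540 nm; normalised to medium-only and DMSO wells, Hill fit.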
# NIH3T3 tox – NIH 3T3 cell cytotoxicity; NIH 3T3 viability, CellTiter-Glo ATP luminescence, 48-72 h; Potency, µM (highest dose often 96.7 µM), for the others: at the highest dose activity change, negative = cytotoxicity, usual class: inhibitors; 4.3% of 94,000 active; further: potency means the concentration at half of the fitted maximal effect; nearly all actives have a fitted effect of over 55% in size
#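 NIH 3T3 cells at 400 cells/well received 23 nL of compound by pintool and were incubated 48 or 72 h at 37 °C. Viability was read as ATP-coupled CellTiter-Glo luminescence.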
# Luciferase inh – inhibitors of firefly (Photinus pyralis) luciferase; P08659; purified P. pyralis luciferase, luminescence, biochemical; Potency, µM (highest dose often 115 µM), inactives show at the top dose activity change, negative = inhibition, actives largely listed as inhibitors; 2.5% of 76,000 active; further: potency means the concentration at half of the fitted maximal effect; nearly all actives have a fitted effect of over 65% in size
# Target sequence (P08659 whole entry, looked up): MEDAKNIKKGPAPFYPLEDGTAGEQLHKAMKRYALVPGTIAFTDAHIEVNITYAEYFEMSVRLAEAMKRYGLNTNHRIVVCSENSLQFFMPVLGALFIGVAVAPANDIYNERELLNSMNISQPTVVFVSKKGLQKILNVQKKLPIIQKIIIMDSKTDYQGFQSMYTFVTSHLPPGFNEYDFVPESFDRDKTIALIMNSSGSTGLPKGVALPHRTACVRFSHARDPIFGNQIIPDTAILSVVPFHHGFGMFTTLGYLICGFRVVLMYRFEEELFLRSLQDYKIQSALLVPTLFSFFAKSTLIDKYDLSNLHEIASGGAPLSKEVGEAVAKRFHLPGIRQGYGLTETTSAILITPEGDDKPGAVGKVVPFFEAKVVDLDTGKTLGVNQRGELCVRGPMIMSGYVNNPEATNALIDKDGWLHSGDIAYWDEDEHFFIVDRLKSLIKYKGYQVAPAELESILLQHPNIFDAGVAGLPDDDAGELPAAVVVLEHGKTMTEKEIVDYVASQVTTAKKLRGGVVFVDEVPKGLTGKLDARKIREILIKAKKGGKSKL
#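 Purified 10nM P. pyralis luciferase with 10uM D-luciferin and 10uM ATP in 50mM Tris acetate pH 7.5, 10mM Mg acetate, 0.01% Tween-20, 0.05% BSA. qHTS titration; luminescence read by CCD imager.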
# HEK293 tox – HEK 293 cell cytotoxicity. HEK 293 viability, ATP luminescence (CellTiter-Glo), 48-72 h. Potency, µM (top dose mostly 115 µM), without a hit: at the highest dose activity change, negative = cytotoxicity, most hits filed as inhibitors. 6.6% of 94,000 active; further: potency means the concentration at half of the fitted maximal effect; nearly all actives have a fitted effect of over 60% in size
#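 HEK 293 cells seeded at 250 cells/well were exposed to compound for 48 or 72 hr at 37 degree Celsius. Viability taken as ATP content by CellTiter-Glo luminescence.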
# * hit, by the source's call; i = inactive; ? = inconclusive; · = no result given; & = joins results of further samples; [ ] = dose if it differs, or a comment. Unless noted, the call rests on the fitted dose curve; in most records, active means well fitted curve in the direction sought with a large enough effect; inconclusive means small, poorly fitted or top-dose-only effect, or another doubt; inactive means no such curve, though single readings can be large; an effect the other way counts as inactive or inconclusive. Unless noted, on the % scale 0 is the no-effect control and ±100 the full control effect. Hits appear at their usual frequency; any-hit rate near 7.8%.
# Abbreviations – A = SNCA expr inh; B = GPT2 inhibitor; C = IP6K1 inh; D = HEK293 viab; E = NIH3T3 tox; F = Luciferase inh; G = HEK293 tox
Cc1cccc(C(=O)Nc2cccc(C(=O)OCc3cc(=O)n4nc(C(C)C)sc4n3)c2)c1
  A = 35%[activator] | B = · | C = 0 | D = 9% | E = · | F = · | G = ·
CC(=O)N1Cc2ccccc2CC2(CCN(CC3CCNCC3)C2)C1 (configuration not stated)
  A = -10% | B = -3% | C = -5 | D = 5% | E = i | F = · | G = i
O=C(Nc1ccc(Br)cc1)c1cccc(C(=O)Nc2ccc(Br)cc2)c1
  A = 54%[activator] | B = · | C = 22 | D = ? | E = · | F = · | G = ·
COc1c(C)cc(C)cc1CN1CCC2(CC1)C(C(=O)O)CC(=O)N2C (configuration not stated)
  A = -5% | B = -11% | C = 2 | D = 2% | E = 2% | F = -4% | G = -5%
C[N+]1(C)C2CC(OC(=O)[C@H](CO)c3ccccc3)CC1C1OC12 (some centres not stated)
  A = 8%&19% | B = -12% | C = · | D = 1%&0% | E = · | F = · | G = ·
COc1ccc2c(c1)C(C(=O)Nc1ccc(C)c([S+](=O)([O-])N3CCOCC3)c1)=CC(C)(C)CO2
  A = · | B = · | C = 26 | D = · | E = ? | F = · | G = -18%
O=C(Nc1ccc(Oc2ccccc2)cc1)C1CCN(S(=O)(=O)c2ccccc2)CC1
  A = ? | B = · | C = -2 | D = -10% | E = · | F = · | G = ·
O=C(NCc1ccc2c(c1)OCO2)C1CCN(C(=O)c2ccc(-c3cncnc3)cc2)CC1
  A = · | B = · | C = -14 | D = · | E = -14% | F = · | G = -6%
COc1cccc(CNC(=O)C(=O)NCC(c2cccs2)S(=O)(=O)c2ccccc2)c1 (configuration not stated)
  A = -16% | B = · | C = 37 | D = 17% | E = · | F = · | G = ·
O=C(c1ccn[nH]1)N1CC[C@@H]2[C@@H](CCC(=O)N2CCc2cnc[nH]2)C1
  A = -12% | B = i | C = 6 | D = -5% | E = 3% | F = 12% | G = -2%
CN(Cc1ccsc1)Cc1ccc(C2CCCCO2)o1 (configuration not stated)
  A = 7% | B = i | C = 11 | D = 3% | E = ? | F = 0% | G = -24%
COCCCN1CC2(CCC1=O)CCN(C(=O)Nc1ccccc1F)CC2
  A = -9% | B = 2%[11.5 µM] | C = -11 | D = -2% | E = -21% | F = 0% | G = 5%
COc1ccc(-c2noc(CNS(=O)(=O)c3ccc(Br)cc3)n2)cc1OC
  A = -9% | B = · | C = 21 | D = -7% | E = · | F = · | G = ·
COC(=O)c1c(C)sc(-c2c(-c3ccc(OC)c(F)c3)[nH]c3c2c(=O)n(C)c(=O)n3C)c1O
  A = 20% | B = · | C = 17 | D = 10% | E = · | F = · | G = ·
CCn1c(C(=O)N2CCC(C(=O)NCCc3ccccc3)CC2)cc2sccc21
  A = 14% | B = · | C = -1 | D = -7% | E = · | F = · | G = ·
Cc1cc2oc(C(=O)NCCc3ccc(S(N)(=O)=O)cc3)cc(=O)c2cc1C
  A = -29% | B = · | C = 31 | D = -4% | E = · | F = · | G = ·
CCOc1cccc(CN2CCC3(CC2)Cc2ccccc2CNC3=O)c1
  A = -9% | B = i | C = 5 | D = -4% | E = 4% | F = · | G = -23%
CCn1cnnc1CC1CCN(C(=O)CCC(=O)n2nc(C)c3ccccc32)CC1
  A = ? | B = -8% | C = 1 | D = 6% | E = 3% | F = -12% | G = i
CC(C)(C)OC(=O)NC[C@H]1OC[C@@H](N)[C@@H]1O
  A = -25%[87.6 µM] | B = -21%[88.5 µM] | C = 7 | D = 2%[87.6 µM] | E = -6%[230 µM] | F = -6%[230 µM] | G = 5%[230 µM]
O=C(c1cc(-c2ccc(F)cc2)nc2ccccc12)N1CCCC1c1nc(C2CCOCC2)no1 (configuration not stated)
  A = 17% | B = i | C = -15 | D = -2% | E = ? | F = 1% | G = ?
O=[S+]1([O-])NCC2(CCCN(Cc3cccc4ccccc34)C2)Nc2ccccc21 (configuration not stated)
  A = -16% | B = -12% | C = 34 | D = 5% | E = ? | F = -1% | G = ?
COCC(=O)NC[C@H]1O[C@@H](CO)[C@@H](O)[C@H]1N1CCN(c2ccccn2)CC1
  A = -18% | B = -13% | C = 3 | D = -6% | E = -14% | F = 3% | G = i
COc1ccccc1C(=O)Nc1ccc2ncnc(N3CCCCC3)c2c1
  A = ? | B = -1% | C = 28 | D = -25% | E = ? | F = -21% | G = 40µM*
CC(C)NC(=O)N1CCN(C(=O)c2ccc(N(C)C)cc2)C[C@H]1C(=O)N[C@@H](CC1CCCCC1)C(N)=O
  A = -37% | B = i | C = -11 | D = -15% | E = -3% | F = 0% | G = -1%
CCOc1ccc(CNC(=O)c2ccc3c(c2)c(C)c(C)n3C)cc1
  A = 36%[activator] | B = · | C = -16 | D = -6% | E = · | F = · | G = ·
O=C(N1CC(Oc2ccccc2-c2nc(C3CC3)no2)C1)C1(c2ccccc2)CC1
  A = -25% | B = -7% | C = -2 | D = -14% | E = ? | F = 2% | G = ?
COc1ccc(-n2c(/C=C/c3cccc4ccccc34)nc3ccccc3c2=O)cc1Cl
  A = 14% | B = · | C = 0 | D = -9% | E = · | F = · | G = ·
CCOc1ccc2oc(=O)cc(CN3CCN(C(=O)c4cccc(Cl)c4)CC3)c2c1
  A = ? | B = · | C = -29* | D = -8% | E = · | F = · | G = ·
Cc1cccc(CCNC(=O)CCS(=O)(=O)c2cc3c(cc2C)NC(=O)CO3)c1
  A = 23% | B = · | C = -4 | D = 10% | E = · | F = · | G = ·
O=C(NCc1cccnc1Oc1ccccc1)c1ccncc1
  A = 7% | B = 4% | C = -2 | D = 3% | E = 2% | F = -2% | G = 1%
CC(C)S(=O)(=O)NCC(=O)N1CCCCCNC(=O)CC1c1ccccc1 (configuration not stated)
  A = 7% | B = i | C = -12 | D = 1% | E = i | F = 8% | G = -4%
O=C1CC(c2ccccc2)N(Cc2ccncc2)CCCN(C(=O)CCc2ccccc2)CCN1 (configuration not stated)
  A = -15% | B = i | C = -4 | D = -14% | E = -24% | F = 5% | G = ?
O=C(NCC(F)F)C1CCCN(c2nccc(Nc3ccccc3F)n2)C1 (configuration not stated)
  A = -28% | B = -3% | C = 7 | D = -2%[12.5 µM] | E = ? | F = · | G = ?
Cc1ccc(-c2nn3c(=O)cc(CN4CCN(C(=O)c5ccc(C(C)(C)C)cc5)CC4)nc3s2)cc1
  A = 9% | B = · | C = 9 | D = -5% | E = · | F = · | G = ·
CN(Cc1ccc(C(F)(F)F)cc1)Cc1ccccc1C(F)(F)F
  A = 0%[87.6 µM] | B = 4%[88.5 µM] | C = -5 | D = 5%[87.6 µM] | E = -1%[138 µM] | F = -2%[172 µM] | G = -2%[172 µM]
O=C1CO[C@H]2CCN(Cc3cccc(OC(F)(F)F)c3)CC[C@@H]2N1Cc1c[nH]c2ccccc12
  A = ? | B = -4% | C = 0 | D = -26% | E = ? | F = -15% | G = ?
Clc1ccccc1Cc1cn2cc(-c3ccccc3)nc2s1
  A = ? | B = · | C = -1 | D = -2% | E = · | F = · | G = ·
CCc1noc(-c2cn(C3CCN(C(=O)c4ccc(Cl)s4)C3)nn2)n1 (configuration not stated)
  A = -26% | B = i | C = 1 | D = -9% | E = ? | F = 12% | G = ?
Cc1ccc(NC(=O)N2CCC(CN3CCC(C)CC3)CC2)cc1F
  A = 38%[activator] | B = · | C = -9 | D = -14% | E = · | F = · | G = ·
Cc1cc(C)c2c(NC(=O)c3ccccc3)c(C(=O)Nc3ccc(F)cc3)sc2n1
  A = 13% | B = · | C = 9 | D = 3% | E = · | F = · | G = ·
O[C@@H]1C[C@@H](c2nnc3n2CCN(C2CCCCC2)C3)N(Cc2cccnc2)C1
  A = ? | B = i | C = -7 | D = -3%[12.5 µM] | E = -27% | F = -14% | G = -8%
O=C(c1ccccc1)N1CCCC(C(=O)N2CCC(c3nc4ccncc4[nH]3)C2)C1 (configuration not stated)
  A = -5% | B = 3% | C = 18 | D = 1% | E = 2% | F = · | G = -4%
COc1ccc(Cl)cc1-c1ccc2c(c1)C(=O)N1CCN(C(=O)c3ccc(N(C)C)cc3)C[C@@H]1C(=O)N2
  A = ? | B = -16% | C = 0 | D = ? | E = ? | F = -6% | G = ?
COc1cccc(-c2cccc(C(=O)N3CCCC3C(=O)NCc3ccc4c(c3)OCO4)c2)c1 (configuration not stated)
  A = ? | B = i | C = -2 | D = -27%[12.5 µM] | E = ? | F = · | G = ?
CN(C)C(=O)CCC(=O)N1CCC(c2cc(Cc3ccccc3)[nH]n2)CC1
  A = -7% | B = -1% | C = 1 | D = 4% | E = -2% | F = 0% | G = -1%
Cc1oc(-c2ccc(C(=O)NCc3ccc(Cl)cc3)cc2)nc1CS(=O)(=O)c1ccccc1
  A = 46%[activator] | B = · | C = 18 | D = -7% | E = · | F = · | G = ·
Cc1noc(C)c1-c1cc2c(cc(C)n2CCN(C)C)c(Nc2ccncn2)n1
  A = -5%[87.6 µM] | B = -6%[88.5 µM] | C = -14 | D = 4%[87.6 µM] | E = 25µM* | F = -4%[172 µM] | G = 100µM*
CCc1ccc(Cn2c(CNS(=O)(=O)c3ccc(F)c(Cl)c3)nc3cccnc32)cc1
  A = -2% | B = · | C = -5 | D = 6% | E = · | F = · | G = ·
COc1ccc(-c2nc3scc(CCNS(=O)(=O)c4ccc5c(c4)OCCO5)n3n2)cc1
  A = 5% | B = · | C = -1 | D = ? | E = · | F = · | G = ·
Cn1ncc2c(C(=O)N3CCN(Cc4ccccc4)CC3)cc(-c3ccccc3)nc21
  A = -11% | B = i | C = -11 | D = 6% | E = ? | F = · | G = ?
O=S(=O)(Cc1ccccc1)N1CCCC(Cc2nncn2CC2CC2)C1 (configuration not stated)
  A = 1% | B = i | C = 0 | D = -16% | E = -8% | F = 5% | G = i

# Quoted from the listing for reference:
# Abbreviations – A = SNCA expr inh; B = GPT2 inhibitor; C = IP6K1 inh; D = HEK293 viab; E = NIH3T3 tox; F = Luciferase inh; G = HEK293 tox
Cc1oc(-c2ccc(C(=O)NCc3ccc(Cl)cc3)cc2)nc1CS(=O)(=O)c1ccccc1
  A = 46%[activator] | B = · | C = 18 | D = -7% | E = · | F = · | G = ·
Cc1noc(C)c1-c1cc2c(cc(C)n2CCN(C)C)c(Nc2ccncn2)n1
  A = -5%[87.6 µM] | B = -6%[88.5 µM] | C = -14 | D = 4%[87.6 µM] | E = 25µM* | F = -4%[172 µM] | G = 100µM*
CCc1ccc(Cn2c(CNS(=O)(=O)c3ccc(F)c(Cl)c3)nc3cccnc32)cc1
  A = -2% | B = · | C = -5 | D = 6% | E = · | F = · | G = ·
COc1ccc(-c2nc3scc(CCNS(=O)(=O)c4ccc5c(c4)OCCO5)n3n2)cc1
  A = 5% | B = · | C = -1 | D = ? | E = · | F = · | G = ·
Cn1ncc2c(C(=O)N3CCN(Cc4ccccc4)CC3)cc(-c3ccccc3)nc21
  A = -11% | B = i | C = -11 | D = 6% | E = ? | F = · | G = ?
O=S(=O)(Cc1ccccc1)N1CCCC(Cc2nncn2CC2CC2)C1 (configuration not stated)
  A = 1% | B = i | C = 0 | D = -16% | E = -8% | F = 5% | G = i
